USP30 inh = inhibitors of human USP30 deubiquitinase. Q70CQ3. purified USP30, Ub-rhodamine cleavage fluorescence. inhibition, % at 25 µM. 47,000 compounds, 5.3% hits
Target sequence (Q70CQ3 whole entry, looked up): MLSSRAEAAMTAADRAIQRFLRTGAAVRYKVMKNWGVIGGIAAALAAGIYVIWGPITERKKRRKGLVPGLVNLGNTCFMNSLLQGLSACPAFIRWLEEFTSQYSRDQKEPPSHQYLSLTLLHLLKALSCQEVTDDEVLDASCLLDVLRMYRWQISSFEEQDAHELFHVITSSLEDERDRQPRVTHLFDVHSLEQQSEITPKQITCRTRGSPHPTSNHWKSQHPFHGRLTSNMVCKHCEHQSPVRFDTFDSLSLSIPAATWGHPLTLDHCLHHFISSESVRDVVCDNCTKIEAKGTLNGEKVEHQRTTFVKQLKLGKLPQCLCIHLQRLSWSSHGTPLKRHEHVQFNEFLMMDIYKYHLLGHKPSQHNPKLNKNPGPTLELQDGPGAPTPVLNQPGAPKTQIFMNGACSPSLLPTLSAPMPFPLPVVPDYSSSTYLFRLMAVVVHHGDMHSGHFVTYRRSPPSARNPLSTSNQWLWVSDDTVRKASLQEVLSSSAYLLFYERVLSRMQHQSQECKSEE
OTUD3 block = human OTUD3 deubiquitinase inhibition. 47,000 compounds, 0.7% hits. purified OTUD3, Ub-rhodamine fluorescence, 2 h. AID 1645858. Q5T2D3. inhibition, % at 25 µM
USP7 inh = human USP7 deubiquitinase inhibition; inhibition, % at 20 µM; 47,000 compounds, 0.3% hits; purified USP7, Ub-rhodamine cleavage fluorescence; Q93009
UCHL1 inh = blocks human UCHL1 ubiquitin-rhodamine cleavage; P09936; purified UCHL1, Ub-rhodamine cleavage fluorescence; inhibition, % at 20 µM; 47,000 compounds, 0.2% hits; AID 1645859
USP28 block = blocks human USP28 ubiquitin-rhodamine cleavage; purified USP28, Ub-rhodamine cleavage fluorescence, 30 min; Q96RU2; 47,000 compounds, 3% hits; inhibition, % at 25 µM
USP17 inh = human USP17-like deubiquitinase inhibition. A8MUK1. purified USP17, Ub-rhodamine cleavage fluorescence, 3 h. inhibition, % at 50 µM. 47,000 compounds, 6.5% hits. AID 1645855
Target sequence (A8MUK1 whole entry, looked up): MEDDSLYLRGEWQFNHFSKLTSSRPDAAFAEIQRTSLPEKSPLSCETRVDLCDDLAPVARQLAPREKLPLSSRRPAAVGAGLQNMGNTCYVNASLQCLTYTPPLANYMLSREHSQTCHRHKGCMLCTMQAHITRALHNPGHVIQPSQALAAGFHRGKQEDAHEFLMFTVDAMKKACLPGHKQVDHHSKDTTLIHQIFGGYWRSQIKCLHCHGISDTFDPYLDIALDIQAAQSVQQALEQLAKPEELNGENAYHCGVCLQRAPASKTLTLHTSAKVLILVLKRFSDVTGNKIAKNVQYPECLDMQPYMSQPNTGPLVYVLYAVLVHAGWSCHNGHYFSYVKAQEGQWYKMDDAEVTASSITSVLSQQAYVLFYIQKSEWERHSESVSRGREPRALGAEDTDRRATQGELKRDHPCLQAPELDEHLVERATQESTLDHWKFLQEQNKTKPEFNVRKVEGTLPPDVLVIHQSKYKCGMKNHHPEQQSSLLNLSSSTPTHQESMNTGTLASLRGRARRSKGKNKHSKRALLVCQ
USP10 inh = blocks human USP10 ubiquitin-rhodamine cleavage | purified USP10, Ub-rhodamine fluorescence, 60 min | inhibition, % at 20 µM | 47,000 compounds, 1.1% hits
USP8 block = human USP8 deubiquitinase inhibition; purified USP8, Ub-rhodamine cleavage fluorescence, 30 min; inhibition, % at 20 µM; 47,000 compounds, 4.2% hits; AID 1645853
* marks the source's active call; other numbers are inactive results; i = inactive; . = not tested or not shown. Rule as the data show it: active = inhibition above about 30%; inactive = the rest.

SMILES	USP30 inh	OTUD3 block	USP7 inh	UCHL1 inh	USP28 block	USP17 inh	USP10 inh	USP8 block
Cc1nn(-c2ccccc2)c2c1N=C1C(Cl)=CC(Cl)=CN1C21C(=O)Nc2ccccc21 (centres undefined)	15	12	65*	15	50*	82*	4	94*
O=c1cc(-c2ccccc2)nc2n1CCN2Cc1ccncc1	-47	-17	-10	-5	-13	-50	-1	-89
Cc1ccc(OCC(=O)N2CCC(c3nc4ccccc4o3)CC2)cc1	-15	-5	-7	-3	-19	-21	-3	-5
O=C(NC1CCCCC1)C1(Cc2cccc(-c3cccnc3)c2)CCOCC1	23	12	0	0	1	7	1	6
CC(=O)Nc1ccc(Oc2cccnc2)nc1	-7	4	-2	-3	-1	4	-2	6
COc1ccc(C(=O)NC(C)c2nnc(SCC(=O)N3CCOCC3)n2C)cc1 (centres undefined)	1	-6	3	-3	-3	3	1	0
O=c1c(S(=O)(=O)N2CCCC2)cccn1Cc1cccc(F)c1	-31	-9	-16	-4	-7	-10	-2	-4
CC1CN=C2C=C(N3CCN(C(=O)NCc4ccco4)CC3)N=CN21 (centres undefined)	25	5	-1	0	6	-79	0	0
O=C(NC1CCCCC1)C1CCN(c2cnc(N3CCCCCC3)nc2)CC1	-7	-1	-6	-5	0	2	-6	-6
Cc1ccc(NC(=O)C(C)Sc2nnc(-c3cccnc3)o2)c(C)c1 (centres undefined)	18	14	6	3	13	11	2	13
Cc1cccc(N2CCC3(CCCN(C(=O)c4cnccn4)C3)C2)n1 (centres undefined)	-10	-89	7	2	0	-27	0	-143
COc1ccc(NC(=O)COc2ccc(C(=O)c3ccc(F)cc3)cc2)c(OC)c1	9	4	6	0	-1	10	1	9
Cc1nc(Nc2ncc3c(n2)CCCC3=O)nc2c(C)cccc12	-10	-7	4	2	-1	-7	-3	-1
COC(=O)c1cc(S(=O)(=O)N(C)C2CCCCC2)c(C)n1C	0	-2	-2	0	-1	-10	2	-45
CC1(C)CC(=O)c2cnc(N3CCc4ccccc43)nc2C1	-3	0	-18	1	-1	-2	9	-8
O=C(c1ccccc1-c1ocnc1C(=O)N1CCN(c2ncccn2)CC1)N1CCCCC1	-13	-6	-2	-7	-9	-3	2	-5
COc1ccc2nc(C(=O)NCc3ccc4c(c3)OCO4)cn2n1	0	2	2	-1	1	-6	-2	-9
COC(=O)c1sc2ccc(NC(=O)c3ccc(OC)c(OC)c3)cc2c1OC	-10	-2	3	-1	-5	2	-4	-2
O=C1c2[nH]nc(-c3ccccc3O)c2C(c2ccc(F)cc2)N1Cc1ccco1 (centres undefined)	52*	13	9	12	52*	39*	18	71*
Cn1c(=O)n(CCCc2ccccc2)c(=O)c2c1nc1oc(C(C)(C)C)cn12	9	7	0	3	5	16	3	8
CC(=O)N1CCC(n2c(C)nc(C(=O)NCCc3ccc(Cl)cc3)c2C)CC1	-8	-6	-2	-3	29	-7	0	-11
CC(C)n1ncc2[nH]c(-c3ccc(N4CCN(CCCC(=O)O)CC4)cc3)nc21	-2	-6	3	0	-12	-13	3	-30
Cc1cccc(CC(=O)NCC(=O)N2CCC3(CC2)NCCc2[nH]cnc23)c1	-54	-8	-3	-2	-18	-9	-5	4
Cc1noc(-c2cc(=O)n(CC(=O)Nc3ccc(F)cc3F)c3ccccc23)n1	15	4	3	-1	4	19	2	21
O=C(c1cccnc1)N1C[C@H](OCc2ccncc2)[C@H]2OCCC[C@H]21	9	3	0	-3	-5	-1	0	-36
Continued.
SMILES	USP30 inh	OTUD3 block	USP7 inh	UCHL1 inh	USP28 block	USP17 inh	USP10 inh	USP8 block
O=C(Nc1cccn2cnnc12)c1ccc(C(F)(F)F)cc1	-32	-12	-4	-5	-10	-26	-8	-14
COc1ccc(OC)c(NC(=O)COC(=O)Cn2cnc3ccccc32)c1	23	9	3	-1	8	16	0	11
CC(C)CCNC(=O)C1(C)Cn2c(cc3ccccc32)C(=O)N1CCc1ccccc1 (centres undefined)	12	5	0	0	-2	5	1	4
CCN1CCN(C(=O)c2n[nH]c3c2CC(C)CC3)CC1 (centres undefined)	26	20	-1	-1	14	17	1	17
COCCNC(=O)c1ncn2c1C(=O)N(C1CC1)C(C)(C(=O)NCc1ccccc1)C2 (centres undefined)	10	-6	0	2	-1	-1	4	4
COc1cc(-c2cc(C(=O)Nc3ccc(C)cc3Cl)c3ccccc3n2)cc(OC)c1OC	15	14	8	7	13	9	4	6
CCC(=O)c1ccc(OCC(=O)Nc2ccc(C#N)cc2)cc1	-11	9	7	7	4	47*	3	-6
COc1cc2c(cc1OC)CN(C(=O)C1CCC1)CC2	8	-3	-1	-1	-4	-5	2	-1
Cn1c(C(=O)O)c(CNCc2cccnc2)c2ccccc21	-3	8	2	0	0	-6	-4	0
Cc1ccc(CNc2nc(-c3cccnc3)nn2S(C)(=O)=O)cc1	15	4	-2	3	1	8	1	3
O=C(NNS(=O)(=O)c1ccc(F)cc1)C1CCN(S(=O)(=O)c2ccccc2)CC1	17	7	3	1	31*	7	1	7
CCOC(=O)c1c(C)oc2ccc(N(C(=O)c3ccncc3)S(=O)(=O)c3ccc(OCC)cc3)cc12	-12	-12	2	6	38*	-17	0	-30
Cn1c(=O)c2c(nc3n(CCc4ccccc4)c(-c4ccccc4)cn23)n(C)c1=O	41*	10	2	7	19	0	1	-29
CCOC(=O)c1cc2c(ccn2-c2ccc(F)cc2)n1CC(=O)N1CCc2ccccc2C1	-66	-10	2	-1	-19	-46	-7	7
CCOc1ccccc1NC(=O)C1CC(=O)NC(Nc2ccccc2)=N1 (centres undefined)	12	6	-15	-1	10	-7	0	1
COc1ccc(-c2cc3ncnc(NC(C)c4ccco4)c3s2)cc1 (centres undefined)	-21	6	-21	-11	21	58*	-7	15
CCc1ccc(N(C(=O)CCN2CCc3ccccc32)C(C(=O)NCc2ccccc2)c2ccc(OC)c(OC)c2)cc1 (centres undefined)	-277	-47	-11	-11	-36	-47	-7	-18
CC(C)(C)c1cc2n(n1)[C@@H](C(F)F)C[C@@H](C1CCN(C(=O)CN3CCCCC3)CC1)N2	.	1	-2	1	.	-39	-3	-6
O=C(c1cnn(-c2ccc(F)cc2F)c1C1CCNCC1)N1CCN(c2ncccn2)CC1	-22	-1	6	0	-1	-10	-5	-62
C[C@@H]1CC[C@H]2C(CN3CCOCC3)C(=O)O[C@]23[C@H]1CC[C@@]1(C)O[C@@H]31 (some centres undefined)	17	4	.	1	0	7	1	6
COc1ccc(C(CNC(=O)c2cc(=O)[nH]c3ccccc23)N2CCCC2)cc1 (centres undefined)	-19	-3	-3	-2	-2	1	-1	0
COc1ccc(NS(=O)(=O)c2ccc(NC(=O)Nc3ccc(Cl)cc3)cc2)cc1	29	13	16	5	42*	56*	29	21
COc1ccc(CCN2C(=O)CCC2(C)C(=O)NCc2ccccc2)cc1OC (centres undefined)	15	15	3	3	13	19	-2	11
COc1ccc(C(=O)Nc2cccc(N3CCCCC3=O)c2)cc1OC	1	4	3	-3	1	8	1	0
COc1ccc(NC(=O)CC2C(=O)NCCN2C(=O)c2ccc(C)c(C)c2)cc1 (centres undefined)	2	0	-16	-2	-3	-4	-3	-9

Entries of single compounds, looked up by structure:
Cn1c(=O)n(CCCc2ccccc2)c(=O)c2c1nc1oc(C(C)(C)C)cn12 in the list: USP30 inh: 9; OTUD3 block: 7; USP7 inh: 0; UCHL1 inh: 3; USP28 block: 5; USP17 inh: 16; USP10 inh: 3; USP8 block: 8
Cc1noc(-c2cc(=O)n(CC(=O)Nc3ccc(F)cc3F)c3ccccc23)n1 in the list: USP30 inh: 15; OTUD3 block: 4; USP7 inh: 3; UCHL1 inh: -1; USP28 block: 4; USP17 inh: 19; USP10 inh: 2; USP8 block: 21
O=C(NNS(=O)(=O)c1ccc(F)cc1)C1CCN(S(=O)(=O)c2ccccc2)CC1 in the list: USP30 inh: 17; OTUD3 block: 7; USP7 inh: 3; UCHL1 inh: 1; USP28 block: 31*; USP17 inh: 7; USP10 inh: 1; USP8 block: 7

The list continues:
SMILES	USP30 inh	OTUD3 block	USP7 inh	UCHL1 inh	USP28 block	USP17 inh	USP10 inh	USP8 block
CCc1nc2c(NC(=O)Nc3cccc(C(=O)OC)c3)cccn2n1	-3	-1	5	1	50*	4	7	0
CC(C)(C)CN1CC2(CCN(C(=O)Cc3ccc(Cl)cc3)C2)C1	-10	-4	-12	-6	-10	-16	-1	-28
CC(CNC(=O)Cn1c(=O)c2cccn2c2ccccc21)c1ccccc1 (centres undefined)	32*	11	7	3	14	17	10	27
CCn1nc(C(=O)OCC(=O)NCCc2ccc(Cl)cc2)c2ccccc2c1=O	11	-1	0	-2	-8	-2	0	1
Cc1nc(-c2noc(-c3cccnc3)n2)cn1CC(=O)NC1CCCC1	-67	-21	0	-6	-19	-13	-3	-2
CSCCC(NS(=O)(=O)c1ccc2c(c1)OCCO2)c1nnc2ccccn12 (centres undefined)	-21	0	-2	-3	-9	-13	-1	-17
C[C@H]1CN(C(=O)c2ccc3ccccc3n2)C[C@@H]1c1nc(-c2ccncc2)no1	12	5	2	2	-1	1	2	1
Cc1c(C)n(-c2ccccc2)c2ncn(CC(=O)NCc3ccc(N(C)C)cc3)c(=O)c12	-6	0	2	2	-6	-1	0	8
Cc1ccc(NC(=O)c2cc(Br)cc3c2OCC3)cc1	1	0	3	0	2	7	6	14
CC1CC(=O)c2cn3nc(-c4ccncc4)nc3nc2C1 (centres undefined)	7	2	6	4	0	5	0	3
CC(C)n1nnc2cc(C(=O)N(C)CC(=O)Nc3ccc(F)cc3)ccc21	11	8	4	2	11	10	0	14
O=[N+]([O-])c1cc2c(cc1NC(c1ccccc1)c1ccccc1)OCCO2	-34	3	6	3	9	4	-2	10
COc1nc2ccccc2cc1-c1noc(-c2cccnc2)n1	i	-143	-13	-18	-171	-63	-3	-25
COC(=O)c1cccc(Oc2nc(OC)nc(OC)n2)c1	-10	4	-2	0	-2	-1	2	4
Cc1cccc(OC(C)C(=O)Oc2ccc(-n3cnnn3)cc2)c1C (centres undefined)	16	12	-3	5	13	6	5	12
CCOC(=O)N1CCN(C(=O)c2ccc3c(=O)n(CCOC)c(=O)[nH]c3c2)CC1	4	-1	-1	-2	-3	-11	2	0
COc1ccccc1NC(=O)CC1(CC(=O)O)CCCCC1	0	-8	.	-1	-6	-21	0	2
Cc1cc(Nc2ccccc2)n2nc(-c3cccnc3)nc2n1	-9	-8	0	-4	29	1	-2	10
CC1(C2CCN(C(=O)c3ccc(Cl)cc3)CC2)NC(=O)NC1=O (centres undefined)	26	13	5	2	15	.	3	28
CN(C)S(=O)(=O)c1cccc(NC(=O)COc2nc3ccccc3nc2N2CCOCC2)c1	-257	-85	-17	-21	-111	-101	-7	-49
NC(=O)c1c[nH]n2c(=O)cc(C3CC(=O)N(c4cccc(F)c4)C3)nc12 (centres undefined)	-41	-2	2	-1	-12	-19	-4	-130
CCOC(=O)c1csc(-c2ncc(C(F)(F)F)cc2Cl)n1	-18	4	-6	-1	2	-18	-4	-7
Cc1cc(C)c(NC(=O)c2ccccc2C(=O)c2ccccc2)c(C)c1	-1	-5	-17	-2	-4	-13	4	-9
O=C(Nc1ccccc1Cl)c1ccc2nncn2c1	-104	-25	-7	-9	-24	-25	-2	-28
Cc1ccccc1CNC(=O)c1cccc(-c2cnc(NC3CCCCC3)nc2)c1	-6	-6	2	-4	-3	-8	2	-11
The list goes on.
SMILES	USP30 inh	OTUD3 block	USP7 inh	UCHL1 inh	USP28 block	USP17 inh	USP10 inh	USP8 block
Cc1nc(-c2ccccc2F)cc(N2CCC3(CC2)OCCO3)n1	2	3	2	0	0	-3	1	11
Cc1cccc(NS(=O)(=O)c2c(C(C)C)nc3sc(C)cn23)c1	4	5	-4	3	6	4	4	7
O=C(Nc1cc(Cl)ccc1O)c1ccc(Cn2cnc3ccccc3c2=O)cc1	-8	-3	-8	0	-2	45*	9	-1
CCc1ccccc1NS(=O)(=O)c1ccc2c(c1)NC(=O)CC(C)S2 (centres undefined)	15	5	3	3	0	7	3	8
CN1CC(=O)N(c2ccccc2)CC12CCN(C(=O)c1cnccn1)C2 (centres undefined)	-21	-5	-2	-2	-15	-11	-3	-57
CCCc1noc(-c2ccnc(-n3cnc(C(=O)N4CCOCC4)c3)c2)n1	21	22	4	2	14	22	3	26

Ordered by value in USP17 inh (lowest first): 4 from the list above.
SMILES	USP30 inh	OTUD3 block	USP7 inh	UCHL1 inh	USP28 block	USP17 inh	USP10 inh	USP8 block
O=C(Nc1cccn2cnnc12)c1ccc(C(F)(F)F)cc1	-32	-12	-4	-5	-10	-26	-8	-14
Cc1ccccc1CNC(=O)c1cccc(-c2cnc(NC3CCCCC3)nc2)c1	-6	-6	2	-4	-3	-8	2	-11
CCn1nc(C(=O)OCC(=O)NCCc2ccc(Cl)cc2)c2ccccc2c1=O	11	-1	0	-2	-8	-2	0	1
O=[N+]([O-])c1cc2c(cc1NC(c1ccccc1)c1ccccc1)OCCO2	-34	3	6	3	9	4	-2	10

Screening data deposited in PubChem BioAssay by Dana-Farber Cancer Institute and Novartis Institutes for BioMedical Research (Cambridge, Mass).
